High-throughput results: PubChem, several laboratories
Runt-CBFb FRET: Runt domain-CBFb interaction inhibition; Cerulean-Runt/Venus-CBFb FRET ratio 530/480, 1 h; inhibition, % at 20 µM; 0.46% of 220,000 active; Q01196+Q13951;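 active = inhibition over about 50% at 20 µM in the single-dose screen, limit read from the data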;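 also: 0% = DMSO wells and 100% = excess unlabeled CBFb competitor control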
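Buffer or medium: Tris pH 7.5 buffer with BSA. Assay system: Cerulean-labeled Runt domain protein. Amount: each fluorescent fusion protein 100 nM. Read-out basis: loss of energy transfer signal. Incubation: 1 h compound exposure, room temperature. Probe or stimulus: Venus-CBFb binding partner, 100 nM. Detection: FRET, excitation 422 nm, emission at 530 and 480 nm.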
m-calpain inh: inhibitors of pig calpain II. AID 1236. purified calpain II, fluorogenic peptide substrate, 30 min. inhibition, % at 16 µM. 0.37% of 220,000 active;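 active = inhibition above about 50%, limit read from the data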
EBV gp42 block: EBV gp42 inhibition. 0.42% of 220,000 active. Fluorescence polarization binding assay, mP read-out. inhibition, % (tested at 21.74 µM); in the data active = inhibition above about 50%
Target sequence (Q1HVG2 whole entry, looked up): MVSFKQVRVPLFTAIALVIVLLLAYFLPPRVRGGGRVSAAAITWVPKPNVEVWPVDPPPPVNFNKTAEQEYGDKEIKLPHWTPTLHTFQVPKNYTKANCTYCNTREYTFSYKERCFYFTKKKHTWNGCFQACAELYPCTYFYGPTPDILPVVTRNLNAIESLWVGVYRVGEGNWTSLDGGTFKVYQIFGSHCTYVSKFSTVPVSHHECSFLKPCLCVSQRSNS
Furin inhibitor: inhibitors of human furin. P09958. purified furin, fluorogenic substrate cleavage. inhibition, % at 30 µM. 0.061% of 220,000 active. AID 463115; in the data active = inhibition above about 25%; also: inactives centre near -15
Target sequence (P09958 108-714 limits assumed): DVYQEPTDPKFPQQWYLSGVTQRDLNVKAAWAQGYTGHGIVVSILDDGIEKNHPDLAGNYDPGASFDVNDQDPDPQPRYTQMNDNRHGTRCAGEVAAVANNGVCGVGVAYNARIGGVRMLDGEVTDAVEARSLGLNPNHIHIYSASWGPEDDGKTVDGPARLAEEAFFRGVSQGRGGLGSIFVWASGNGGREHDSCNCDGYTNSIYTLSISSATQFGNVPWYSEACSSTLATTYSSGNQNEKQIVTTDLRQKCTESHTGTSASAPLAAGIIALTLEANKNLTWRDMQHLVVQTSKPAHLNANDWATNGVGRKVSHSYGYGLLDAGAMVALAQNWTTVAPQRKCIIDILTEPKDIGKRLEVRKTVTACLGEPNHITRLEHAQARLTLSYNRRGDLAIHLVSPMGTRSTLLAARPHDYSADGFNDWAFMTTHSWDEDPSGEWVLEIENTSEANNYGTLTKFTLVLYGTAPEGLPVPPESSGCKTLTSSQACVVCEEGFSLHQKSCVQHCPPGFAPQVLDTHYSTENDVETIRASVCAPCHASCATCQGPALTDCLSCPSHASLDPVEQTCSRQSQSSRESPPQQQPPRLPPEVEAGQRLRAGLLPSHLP
Tb hexokinase: T. brucei hexokinase 1 inhibition | inhibition, % at 10 µM | 0.11% of 220,000 active | AID 1430 | recombinant TbHK1, G6PDH-coupled NADH A340;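 active = inhibition of 50% or more in the single-dose primary screen; inactive = inhibition below 50%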
RBBP9 inh: inhibitors of human serine hydrolase RBBP9; recombinant RBBP9, FP-Rh probe fluorescence polarization; inhibition, % at 7.94 µM; 0.2% of 220,000 active;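 active = inhibition above the campaign mean of all tested compounds plus 3 SD, cut at about 14% in these data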;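 also: plate controls were DMSO wells with RBBP9 for no effect and wells lacking RBBP9 protein for full effect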
Target sequence (O75884 whole entry, looked up): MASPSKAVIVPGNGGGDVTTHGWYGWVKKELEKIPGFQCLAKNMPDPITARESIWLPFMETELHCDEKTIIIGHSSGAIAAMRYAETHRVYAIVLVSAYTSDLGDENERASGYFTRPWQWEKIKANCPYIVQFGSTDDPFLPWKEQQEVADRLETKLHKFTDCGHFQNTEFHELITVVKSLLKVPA
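Test system: recombinant human RBBP9. Quantity: 2.5 µM RBBP9 dispensing solution, before mixing. Detection: FP readout at 525/598 nm. Reagent: Serine-hydrolase probe FP-Rh, 375 nM pre-mixing. Measure: % inhibition. Control set: DMSO-treated enzyme wells and wells lacking RBBP9. Buffer or medium: Tris-NaCl-Pluronic buffer, pH 8.0. Times: preincubation 30 min plus labeling 45 min at 25 °C.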
p97 ATPase inh: blocks human p97 ATPase activity; inhibition, % at 8 µM; P55072; recombinant p97 ATPase, Kinase-Glo ATP luminescence, 3 h; 0.42% of 220,000 active; in the data active = inhibition above about 15%;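 also: 0% = DMSO vehicle and 100% = wells lacking enzyme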
p47phox inh: p47phox (human) inhibition | AID 1274 | 0.53% of 220,000 active | inhibition, % at 24.7 µM | p47phox/p22phox peptide binding, fluorescence polarization, 2 h;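 active = inhibition above about 30%, limit read from the data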;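 also: 0% = p47phox with labelled peptide and 100% = labelled peptide alone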
Runt-SMMHC FRET: inhibitors of human RUNX1 Runt domain binding to CBFb-SMMHC. inhibition, % at 20 µM. 0.74% of 220,000 active. Cerulean-Runt/Venus-CBFb-SMMHC FRET ratio 530/480, 1 h. AID 1434;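 active = mean inhibition across duplicate retests at 20 µM reaching about 50%, limit read from the data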;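 also: 0% = DMSO wells and 100% = wells with excess untagged CBFb-SMMHC; inhibitors lower the FRET ratio by blocking Runt binding to CBFb-SMMHC; some results filed as inactive read as strong as hits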
Active calls of the source: *; / = not tested or not shown; [ ] = dose if it differs, or a comment.

SMILES | Runt-CBFb FRET | m-calpain inh | EBV gp42 block | Furin inhibitor | Tb hexokinase | RBBP9 inh | p97 ATPase inh | p47phox inh | Runt-SMMHC FRET
CC1(C)CC(=O)c2cnc(NC(=O)c3ccco3)nc2C1 | 2 | / | / | -15 | 7 | 2 | -2 | / | 0
O=C(Nc1cc(S(=O)(=O)N2CCCCC2)ccc1N1CCCCC1)c1ccncc1 | -12 | -15 | -8 | -26 | -9 | -1 | -1 | -4 | 2
Cc1nn(Cc2ccccc2)c2sc(C(=O)N3CCN(Cc4ccc5c(c4)OCO5)CC3)cc12 | -2 | -3 | -3 | -12[20 µM] | -11 | -1 | -4 | -17 | -4
O=C(Nc1ccccc1C(F)(F)F)N1CCC(n2c(=O)[nH]c3ccccc32)CC1 | -3 | 21 | -4 | -8[20 µM] | 4 | 1 | -6 | -4 | 5
Nc1ccc(-c2ccc(C(=O)O)s2)cn1 | -1 | -432 | 0 | -50 | -46 | 3 | 1 | / | 1
CC(C)(C)Cc1nnc(NS(=O)(=O)c2ccc(F)cc2)s1 | -1 | -13 | -9 | 1 | 8 | -5 | -2 | -7 | 3
Cc1cc(C)c(NC(=O)CN2C(=O)NC3(CCCCC3)C2=O)c(Cl)c1 | 1 | -36 | -12 | -17 | -3 | -3 | 4 | -16 | 1
CCCCNC(=O)Cn1c(=O)n(C)c2ccccc21 | 3 | -33 | -11 | -16 | 6 | 0 | -1 | -7 | -2
O=C(NCc1ccc2c(c1)OCO2)C1CC(c2cccc(Br)c2)=NO1 (stereo not given) | 0 | -2 | -8 | -6[20 µM] | -11 | -10 | -2 | -4 | 2
NC(=O)COc1ccc(Cc2ncc(C(F)(F)F)cc2Cl)cc1 | -5 | 8 | -4 | -12 | -1 | 5 | 2 | 0 | -2
Cc1nc(NC(=O)c2cccc(Cl)c2)sc1C(=O)N1CCCCC1 | / | 7 | -7 | -19 | -14 | -3 | 5 | -6 | /
Cc1nn(Cc2ccc(F)cc2)c(Cl)c1/C=N/NC(=O)c1cccnc1 | -1 | 5 | -18 | -1 | 34 | -1 | 3 | 2 | 6
CS(=O)(=O)c1ccc2nc(NC3(C(F)(F)F)N=C4SCCN4C3=O)sc2c1 (stereo not given) | 1 | -2 | -15 | -2[20 µM] | 0 | -5 | -1 | 4 | -1
Cc1cc(C2=NNC(=NC3CC3)SC2)c(C)n1-c1ccccc1F | 14 | -10 | -13 | -1 | -16 | 1 | 7 | -30 | 0
C=CCSc1nc2c(c(=O)[nH]c(=O)n2C)n1CC | 9 | -9 | -23 | -16[20 µM] | 1 | -4 | 2 | 12 | -2
CS(=O)c1ccccc1COC(=O)Nc1ccc(Cl)cc1 (stereo not given) | 0 | -10 | -22 | -12[20 µM] | 2 | 3 | 1 | -8 | 4
Cc1[nH]n(C)c(=O)c1C(=O)c1c(-c2ccccc2Cl)noc1C | -1 | -21 | -2 | -6 | -9 | -4 | 6 | -3 | -1
Cc1ccc(Sc2c(C#N)c(-c3ccccc3)nn2C)cc1 | -5 | 14 | -8 | -7 | 7 | -2 | 2 | 0 | -5
O=C(O)c1cc([N+](=O)[O-])ccc1NCc1ccccc1Cl | -4 | 41 | -12 | -12 | -6 | 0 | 1 | / | 1
CCOC(=O)c1oc2c(CN3CCN(C)CC3)c(O)ccc2c(=O)c1-c1ccccc1OC | -2 | -7 | -7 | -11 | -28 | -4 | 3 | -12 | 0
COc1ccc2nc(SCCOC(=O)Nc3ccc(Cl)cc3)nc(C)c2c1 | 2 | -4 | -15 | -12 | -6 | -9 | 4 | -37 | -1
CNc1nc(SCC(=O)OC)nc(N2CCOCC2)n1 | 1 | 21 | -14 | -2 | -3 | -4 | 2 | -2 | -6
COc1cc(-c2nc(N)n[nH]2)cc(OC)c1OC | -3 | 3 | -10 | -21 | 0 | -11 | -9 | -8 | 3
CC(C)CN(C(=O)CN1CCN(c2ccc(O)cc2)CC1)c1c(N)n(CC(C)C)c(=O)[nH]c1=O | 38 | -7 | 10 | -25 | -5 | -1 | 0 | -2 | 27

One compound at a time, as listed above. Order of values: Runt-CBFb FRET | m-calpain inh | EBV gp42 block | Furin inhibitor | Tb hexokinase | RBBP9 inh | p97 ATPase inh | p47phox inh | Runt-SMMHC FRET
`C=CCSc1nc2c(c(=O)[nH]c(=O)n2C)n1CC` as listed: 9 | -9 | -23 | -16[20 µM] | 1 | -4 | 2 | 12 | -2
`Cc1[nH]n(C)c(=O)c1C(=O)c1c(-c2ccccc2Cl)noc1C` as listed: -1 | -21 | -2 | -6 | -9 | -4 | 6 | -3 | -1
`CNc1nc(SCC(=O)OC)nc(N2CCOCC2)n1` as listed: 1 | 21 | -14 | -2 | -3 | -4 | 2 | -2 | -6
`CS(=O)c1ccccc1COC(=O)Nc1ccc(Cl)cc1` (stereo not given) as listed: 0 | -10 | -22 | -12[20 µM] | 2 | 3 | 1 | -8 | 4
`COc1cc(-c2nc(N)n[nH]2)cc(OC)c1OC` as listed: -3 | 3 | -10 | -21 | 0 | -11 | -9 | -8 | 3

The results go on:
SMILES | Runt-CBFb FRET | m-calpain inh | EBV gp42 block | Furin inhibitor | Tb hexokinase | RBBP9 inh | p97 ATPase inh | p47phox inh | Runt-SMMHC FRET
COc1ccc(-c2cc(=O)oc(-c3cccc(C)c3)n2)cc1 | -2 | 20 | -10 | -22 | -5 | 3 | 5 | 0 | -92
Cc1cc(C)n(-c2nc3nonc3nc2-n2nc(C)cc2C)n1 | 0 | -6 | -14 | -34[20 µM] | 4 | -7 | 5 | -12 | 0
CCOC(=O)c1c(C)cc(C)n2c1nc1ccccc12 | 1 | -35 | -7 | -8[20 µM] | -6 | -2 | 0 | -9 | -8
CCCCCN1CN(S(=O)(=O)c2cccs2)c2nc3ccccc3nc21 | 4 | -14 | -10 | -16 | -9 | -8 | 3 | -22 | 0
O=C1NC(=O)C2(COC(c3cccc([N+](=O)[O-])c3)OC2)S1 (stereo not given) | 0 | 10 | -4 | -26 | -3 | -2 | 4 | -7 | -1
COc1ccccc1NC(=O)C1CC(=O)OC1c1ccccc1 (stereo not given) | -3 | 19 | -40 | -9 | -1 | -4 | 0 | -91 | -1
CC(C)N(C)CCOC(=O)c1ccccc1Br | -1 | 13 | 4 | -11 | 3 | -10 | -3 | -4 | 6
CCCCn1c(N)c(NCc2ccccc2OC)c(=O)[nH]c1=O | 3 | 18 | -13 | -21 | 0 | 2 | 8 | -5 | 0
CCN(CC)C(=O)COc1ccc2oc(-c3ccco3)cc(=O)c2c1 | 0 | -500 | 7 | -47 | -50 | 0 | 1 | -4 | -2
C=C(C)C(=O)Nc1cccc(C2=NOC3(C2)C[C@H](C(N)=O)N(C(=O)CC)C3)c1 (stereo not given in full) | 4 | 15 | -11 | -3 | -1 | / | / | -8 | -1
Cc1nonc1NC(=O)CSc1nc2ccccc2cc1C#N | 4 | 22 | -12 | -7 | 2 | -5 | -1 | -5 | -19
O=c1[nH]c(=O)n(C2CCCO2)cc1Br (stereo not given) | -2 | 27 | -11 | -6[20 µM] | -1 | 2 | 0 | -5 | -1
Cc1cccc(NC(=O)/C=C/c2ccc3c(c2)OCO3)n1 | -2 | -93 | 7 | 11 | -32 | -13 | -10 | 0 | -2
O=C1c2ccccc2C(=O)N1CCCCSc1nnc2ccccn12 | 0 | -37 | -6 | -24 | -5 | 1 | 0 | 133* | 1
C/C(=N\N=C(N)N)c1ccc(Cl)cc1 | 0 | 30 | -15 | -3 | 22 | -6 | -2 | 7 | 2
CCOC(=O)c1nnn(CC(=O)Nc2ccccc2)c1C(=O)OCC | -3 | 14 | -1 | -22 | -3 | 3 | 1 | -2 | 1
COc1ccc(-c2nn(CC(=O)Nc3ccc(Cl)c(Cl)c3)c(=O)c3ccccc23)cc1 | / | / | / | -3[20 µM] | -5 | -18 | 5 | / | -4
O=C(/C=C/Nc1ccccc1OC(F)(F)F)C(F)(F)F | -2 | -34 | -13 | -9[20 µM] | 1 | -13 | -7 | -6 | 0
COC(=O)c1c(C)[nH]c(C(=O)OCc2ccc(F)cc2)c1C | -3 | 11 | 4 | -12 | 33 | -9 | 2 | -1 | 2
CCN1CCc2c(sc(NC(=O)CN3C(=O)c4ccccc4C3=O)c2C(N)=O)C1 | 62* | 8 | 2 | -8 | -3 | -8 | 7 | -3 | 102*
CCOc1ccc(C(=O)NC(=S)Nc2ncccc2C)cc1[N+](=O)[O-] | 3 | 4 | 5 | -21 | -3 | -5 | 1 | -2 | -1
COc1cc(NC(=O)COC(C)=O)cc(OC)c1OC | 0 | -15 | -11 | -19 | -4 | -1 | 4 | 8 | -3
COc1ccc2[nH]c(C(=O)Nc3ccc4c(c3)OCO4)cc2c1 | 5 | -21 | 2 | -12 | -15 | -4 | 3 | 6 | 0
CC(C)C(c1nnnn1CCc1ccccc1)N1CCN(C(=O)c2ccco2)CC1 (stereo not given) | -2 | -17 | 5 | -5 | 4 | -7 | -7 | -6 | 1
COC(=O)Cn1nc(-c2ccccc2)c2cc(Cl)ccc21 | -2 | -26 | -7 | -2[20 µM] | -4 | -9 | -5 | -8 | -1
CCOc1cc(NS(=O)(=O)c2ccc(Cl)cc2)c(OCC)cc1NC(=O)CC(C)C | 0 | 21 | -3 | -22[20 µM] | -5 | -5 | -1 | -3 | 9
CCOc1ccc2nc(NC(=O)C3CCCO3)sc2c1 (stereo not given) | / | -38 | -6 | -28 | -2 | -7 | 4 | 2 | /
COc1ccc(N(C(=O)Cn2nnc3ccccc32)C(C(=O)NCc2ccco2)c2cccnc2)cc1 (stereo not given) | 1 | -2 | -10 | -22 | -4 | 5 | -1 | -1 | 3
COc1cc(C2NC(=O)NC(O)(C(F)(F)F)C2C(=O)c2cccs2)ccc1O (stereo not given) | 0 | 20 | 0 | -18[20 µM] | -3 | 1 | 4 | -8 | -1
O=C(c1ccc2c(=O)n(-c3ccccc3)c(=O)[nH]c2c1)N1CCCCC1 | 1 | -3 | -26 | -31[20 µM] | 4 | -4 | 1 | -14 | 1
O=C(O)CCN1C(=O)C2C3CC(C2C1=O)C1C(c2ccccc2)c2sc(=O)n(-c4ccccc4)c2SC31 (stereo not given) | 4 | -39 | -3 | -22 | -14 | -7 | -2 | 1 | 0
CCOc1ccc(-c2nnc(SCC(=O)N3CCN(c4ccccc4)CC3)o2)cc1 | 1 | 3 | 0 | -21 | -14 | -4 | 0 | 12 | 2
CCN(CC)C(=O)Cn1cnc2ccccc2c1=O | 0 | -9 | -18 | -7[20 µM] | 8 | -3 | 1 | -13 | -4
CCC(=O)Nc1ccc(C(=O)NNC(=O)COc2cc(C)ccc2C)cc1 | 2 | 16 | -7 | -20 | -2 | 0 | 5 | 1 | -5
CS(=O)(=O)N(CC(=O)NCc1ccncc1)c1cc(Cl)ccc1Cl | 2 | -22 | 1 | -19 | -13 | -13 | 0 | 2 | 5
CCOC(=O)C1=C(C)NC(=O)NC1c1cccs1 (stereo not given) | 1 | -25 | 4 | -10 | 1 | -4 | 2 | 2 | -6
Clc1ccc(-c2nnc(NCc3ccccc3)c3ccccc23)cc1 | 1 | 15 | -20 | -5 | -4 | -5 | 5 | -6 | 2
CC1(C)Cc2c(sc3c2C(=O)N(c2ccccc2)C2=NCCN23)CS1 | 2 | -88 | -15 | -3[20 µM] | -7 | 3 | 1 | -15 | 3
O=C(c1ccc2c(c1)OCO2)N(c1ccc(Cl)cc1)C1C=CS(=O)(=O)C1 (stereo not given) | 2 | -31 | -10 | -3 | 2 | -3 | -8 | -18 | -5

Rows were taken by chance; any-hit rate near 2.7%.
